Bioassay records as filed in PubChem BioAssay.
TDP43 rescue = qHTS of TDP-43 Inhibitors | Potency, µM (titrated, usually from 46.1 µM), without a hit: at the highest dose growth rescue (activation), most hits filed as activators | actives 1.8% (n = 410,000) | TDP-43 expressing yeast growth rescue, BacTiter-Glo, 24 h; also: potency is read from the fitted curve at half-maximal effect; % of control where 0% means no effect; nearly all actives have a fitted effect of over 50% in size
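In this qHTS, compounds that restore growth of yeast expressing TDP-43 appear as activators. Cells (OD600=0.02, galactose medium, raffinose-pregrown) are incubated with compound 24 hr at 30 deg C and growth is quantified by BacTiter-Glo.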
KB-V1 cytotox = qHTS assay for MDR1-selective chemotherapeutics: Primary screen using the drug-selected MDR subline cells KB-V1 | AID 1347076, 2019 | Potency, µM (doses to about 46.1 µM), for the others: at the highest dose activity change, negative = cytotoxicity, actives largely listed as cytotoxic | actives 3.4% (n = 400,000) | KB-V1 MDR cells viability, CellTiter-Glo, 72 h; also: potency is read from the fitted curve at half-maximal effect; % is scaled to controls: 0 for no effect and ±100 for the full control effect; nearly all actives have a fitted effect of over 60% in size
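qHTS viability screen in drug-selected KB-V1 MDR cells: 72 h compound treatment at 37 degrees C, ATP luminescence end point.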
DRD3 antagonist = qHTS of D3 Dopamine Receptor Antagonist: qHTS; max response, negative = inhibition, %; D3R cells, DiscoveRx beta-arrestin luminescence, antagonist mode; active compounds read low; actives 2.5% (n = 360,000); D(3) dopamine receptor (Homo sapiens), P35462; in the data active = max response below about -50%; inconclusive = no clear call, values can overlap the other calls; also: % is scaled to controls: 0 for no effect and ±100 for the full control effect; mostly tested at two doses, the higher about 12 µM
Target sequence (P35462 whole entry, looked up): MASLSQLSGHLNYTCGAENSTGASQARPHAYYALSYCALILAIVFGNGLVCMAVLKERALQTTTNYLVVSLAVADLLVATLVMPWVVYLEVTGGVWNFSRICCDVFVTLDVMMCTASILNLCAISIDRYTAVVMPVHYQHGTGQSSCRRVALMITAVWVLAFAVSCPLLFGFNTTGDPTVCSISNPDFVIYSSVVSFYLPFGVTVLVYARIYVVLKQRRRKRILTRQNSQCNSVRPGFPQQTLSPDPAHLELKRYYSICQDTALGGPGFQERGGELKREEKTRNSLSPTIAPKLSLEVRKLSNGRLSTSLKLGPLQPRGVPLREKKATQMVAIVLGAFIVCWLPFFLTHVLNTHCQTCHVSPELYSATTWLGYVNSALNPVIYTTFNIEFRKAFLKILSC
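Cells expressing the human receptor were seeded at 1500 cells/well, incubated overnight at 37 degrees C in 5% CO2, then exposed to library compounds with dopamine controls for 90 minutes at 37 degrees C before luminescent detection.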
GLP1R cytotox = qHTS of GLP-1 Receptor Inverse Agonists: Cytotox Screen | Potency, µM (series often up to 38.3 µM), without a hit: at the highest dose activity change, negative = inhibition, actives largely listed as inhibitors | HEK293 cAMP-luciferase reporter cells, luminescence, 24 h | actives 0.13% (n = 410,000);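 also: loss of luciferase light is scored as toxicity; potency is read from the fitted curve at half-maximal effect; % is scaled to controls: 0 for no effect and ±100 for the full control effect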
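Here, cytotoxicity is scored as loss of luminescence. The MLSMR collection was tested on cells seeded in medium containing 10% Nu serum, with a 24 hr compound exposure preceded by 12 hours of culture.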
aSyn yeast inh = qHTS of alpha-syn Inhibitors; Potency, µM (top dose mostly 46.1 µM), for inactives: at the top dose growth rescue (activation), usual class: activators; actives 0.14% (n = 370,000); AID 652106, 2013; Yeast expressing alpha-synuclein, growth rescue, BacTiter-Glo, 24 h; also: potency is read from the fitted curve at half-maximal effect; % of control where 0% means no effect; nearly all actives have a fitted effect of over 65% in size
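Rescue of yeast growth: cells expressing toxic alpha-synuclein, induced in galactose at OD600 0.02, incubated with compound 24 h at 30 C. ATP luminescence quantified growth; inhibitors of toxicity appear as activators.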
GLP1R inv ag = qHTS of GLP-1 Receptor Inverse Agonists (Inhibition Mode); actives 1.6% (n = 410,000); Potency, µM (series often up to 38.3 µM), for the others: at the highest dose activity change, negative = inhibition, hits mostly inhibitors; HEK293 GLP-1R CRE-luciferase, luminescence, 24 h; GLP-1R form is constitutively active; AID 624417, 2012; Glucagon-like peptide 1 receptor (Homo sapiens), P43220; also: potency is read from the fitted curve at half-maximal effect; % is scaled to controls: 0 for no effect and ±100 for the full control effect; nearly all actives have a fitted effect of over 55% in size
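Using stably transfected HEK293 (constitutively active GLP-1R, cAMP-luciferase reporter), compounds were incubated 24 hr and luciferase measured by luminescence.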
D3 ag = qHTS of D3 Dopamine Receptor Agonist: qHTS; D3R DiscoveRx beta-arrestin cells, luminescence, 90 min; D(3) dopamine receptor (Homo sapiens), P35462; max activation, %; actives 0.58% (n = 410,000); in the data active = max activation above about 30%; also: 0% is about no effect; mostly tested at two doses, the higher about 12 µM
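Agonist-mode cell screen: cells plated at 1500/well and incubated overnight at 37 °C, then exposed to library compounds for 90 min at 37 °C. Detection reagent was added for 30–60 min at room temperature, and luminescence was read.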
PTHR1 ag = qHTS for PTHR1 Agonists: Primary Screen. HEK293 GP2 PTHR1 cells, GloSensor cAMP luminescence, 1 h. Potency, µM (titrated, usually from 115 µM), inactives show at the top dose activation, hits mostly activators. actives 0.075% (n = 410,000). AID 743266, 2014; also: potency is read from the fitted curve at half-maximal effect; nearly all actives have a fitted effect of over 55% in size; some results filed as inactive show a strong effect at the top dose; inactives centre near -15; many of its hits are not listed in these tables
Target sequence (Q03431 whole entry, looked up): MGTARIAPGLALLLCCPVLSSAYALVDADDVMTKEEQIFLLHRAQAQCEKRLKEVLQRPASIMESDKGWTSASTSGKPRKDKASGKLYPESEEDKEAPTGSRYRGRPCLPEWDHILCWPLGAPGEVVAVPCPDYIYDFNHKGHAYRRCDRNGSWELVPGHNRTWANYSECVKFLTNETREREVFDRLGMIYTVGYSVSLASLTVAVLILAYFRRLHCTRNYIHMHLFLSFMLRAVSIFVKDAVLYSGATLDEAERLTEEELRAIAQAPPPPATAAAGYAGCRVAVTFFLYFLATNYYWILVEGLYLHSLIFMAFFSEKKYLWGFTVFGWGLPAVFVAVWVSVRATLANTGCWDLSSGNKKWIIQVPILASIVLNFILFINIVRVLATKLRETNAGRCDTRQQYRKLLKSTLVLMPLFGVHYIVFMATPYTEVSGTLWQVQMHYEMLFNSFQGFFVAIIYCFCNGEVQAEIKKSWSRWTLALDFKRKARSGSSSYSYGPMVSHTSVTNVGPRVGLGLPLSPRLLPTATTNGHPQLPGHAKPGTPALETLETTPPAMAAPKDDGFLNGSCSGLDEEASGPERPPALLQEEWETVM
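HEK-293-derived GP2 cells expressing PTHR1 and a GloSensor cAMP reporter, 3,000/well, plated overnight, given luciferin plus IBMX (each 0.5 mM as added) for 1 h at 37 °C, then compound for 1 h at 37 °C. Luminescence was read after 15 min at room temperature.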
GLP-1R agonist = qHTS of GLP-1 Receptor Agonists; Glucagon-like peptide 1 receptor (Homo sapiens), P43220; HEK293 GLP-1R CRE-luciferase, luminescence, 4-6 h; cells express a hypersensitive GLP-1R form; Potency, µM (titrated, usually from 45.6 µM), inactives show top-dose activation, most hits filed as activators; actives 0.007% (n = 380,000); also: potency is read from the fitted curve at half-maximal effect; % of control where 0% means no effect
Active calls of the source: *; i = inactive; ? = inconclusive; / = no result given; [ ] = remark or other dose. Unless noted, calls follow the shape of the dose curve; as a rule, active = well fitted curve in the direction sought with a large enough effect; inconclusive = small, poorly fitted or top-dose-only effect, or another doubt; inactive = no such curve, though single readings can be large; an effect the other way counts as inactive or inconclusive.

#	Molecule	TDP43 rescue	KB-V1 cytotox	DRD3 antagonist	GLP1R cytotox	aSyn yeast inh
1	COc1ccc(N2CCN(C(=O)C3CCCN(S(=O)(=O)c4ccc(C)cc4)C3)CC2)cc1 (stereo not given)	28%	?	-7	-3%	7%
2	CCOC(=O)c1c(NC(=O)Cc2coc3ccc(CC)cc23)sc2c1CCC2	9%	-15%	/	-1%	/
3	CNC(=S)N1CCc2sccc2C1C (stereo not given)	-4%	22%	16	5%	2%
4	O=C(CNS(=O)(=O)c1ccccc1)N/N=C/c1ccc(O)cc1	-3%	2%	-3	16%	-10%
5	O=C(Cn1nnc2ccccc21)NCc1ccccc1	-15%	2%	?	3%	-4%
6	N/C(=N\OC(=O)Cc1ccc(Cl)cc1)c1ccncc1	18%	-9%	-16	5%[0.307 µM]	12%
7	Cc1cc(NS(=O)(=O)c2ccc(Br)s2)no1	10%	11%	32	-5%	-1%
8	COc1ccc(-c2nnc3ccc(SCC(=O)N4CCCCC4)nn23)cc1OC	5%	4%	6	-11%	-4%
9	O=C(CC1CCCC1)NNC(=O)c1ccc(F)cc1	-7%	17%	6	1%	-2%
10	Cc1ccccc1C(=O)Nc1ccc2oc(-c3ccc(Cl)c(Cl)c3)nc2c1	22%	?	/	-13%	/
11	Nc1nc2cc(S(=O)(=O)N3CCOCC3)ccc2o1	-28%	8%	4	-8%	-39%[inhibitor]
12	Cc1cc(C)nc(-n2nc(C)c3c2N(Cc2ccccc2)C(=O)CC3c2ccc(Cl)cc2)n1 (stereo not given)	22%[9.22 µM]	4%	/	-4%	/
13	COc1ccccc1-c1cc(C(F)(F)F)nc(N2CCOCC2)n1	22µM*	?	15	22%	-27%
14	COCCNC(=S)Nc1cc(OC)c(NC(=O)c2ccco2)cc1OC	-13%	?	0	-2%	0%
15	COc1cccc(CNC(=O)C2CCN(C(=O)c3sccc3-n3cccc3)CC2)c1	9%	/	/	-7%	/

#	GLP1R inv ag	D3 ag	PTHR1 ag	GLP-1R agonist
1	8%	4	-2%	8%
2	-1%	7	-14%	/
3	19%	16	-7%	5%
4	4%	0	-4%	4%
5	-11%	-10	-7%[57.5 µM]	-37%[inhibitor]
6	6%[0.307 µM]	1	-16%	5%
7	0%	-3	i	1%
8	42%	-3	i	-4%
9	11%	2	i	3%
10	-5%	-5	-20%	/
11	2%	-7	i	5%
12	-28%	-15	i	/
13	-7%	-2	i	7%
14	13%	20	-1%	10%
15	8%	7	-5%	/

In a second layout: results already given
Results follow in this order: TDP43 rescue, KB-V1 cytotox, DRD3 antagonist, GLP1R cytotox, aSyn yeast inh, GLP1R inv ag, D3 ag, PTHR1 ag, GLP-1R agonist
[12] Cc1cc(C)nc(-n2nc(C)c3c2N(Cc2ccccc2)C(=O)CC3c2ccc(Cl)cc2)n1 (stereo not given)
    22%[9.22 µM], 4%, /, -4%, /, -28%, -15, i, /
[13] COc1ccccc1-c1cc(C(F)(F)F)nc(N2CCOCC2)n1
    22µM*, ?, 15, 22%, -27%, -7%, -2, i, 7%
[14] COCCNC(=S)Nc1cc(OC)c(NC(=O)c2ccco2)cc1OC
    -13%, ?, 0, -2%, 0%, 13%, 20, -1%, 10%
[15] COc1cccc(CNC(=O)C2CCN(C(=O)c3sccc3-n3cccc3)CC2)c1
    9%, /, /, -7%, /, 8%, 7, -5%, /

Three structures from above, ordered by number of heavy atoms, lowest first:
#	Molecule	TDP43 rescue	KB-V1 cytotox	DRD3 antagonist	GLP1R cytotox	aSyn yeast inh
11	Nc1nc2cc(S(=O)(=O)N3CCOCC3)ccc2o1	-28%	8%	4	-8%	-39%[inhibitor]
13	COc1ccccc1-c1cc(C(F)(F)F)nc(N2CCOCC2)n1	22µM*	?	15	22%	-27%
8	COc1ccc(-c2nnc3ccc(SCC(=O)N4CCCCC4)nn23)cc1OC	5%	4%	6	-11%	-4%

#	GLP1R inv ag	D3 ag	PTHR1 ag	GLP-1R agonist
11	2%	-7	i	5%
13	-7%	-2	i	7%
8	42%	-3	i	-4%

The results go on.
#	Molecule	TDP43 rescue	KB-V1 cytotox	DRD3 antagonist	GLP1R cytotox	aSyn yeast inh
16	COc1ccc(CNC(=O)CN(Cc2ccc(Cl)cc2)S(C)(=O)=O)cc1	-1%	-33%	14	-7%	1%
17	CCCCCCCCN1[C@@H](CC(=O)OCC)c2cc(C(F)(F)F)ccc2S1(=O)=O	-6%	-15%	-13	3%	-10%
18	C=CCN(CC=C)Cc1c(O)ccc2c1oc(=O)c1ccccc12	-16%	10µM*	-62*	20%	6%
19	O=C(CSc1nnc(C2COc3ccccc3O2)o1)N1CCCC1 (stereo not given)	-8%	-1%	-7	13%	-8%
20	C=CCN1CCCC1CNC(=O)c1cc2[nH]nnc2cc1OC (stereo not given)	20%	21%	-81*	-3%	0%
21	CCN1CCN(c2cc(C)c3cc(NC(=S)N4CC(C)CC(C)C4)ccc3n2)CC1 (stereo not given)	-9%	-10%	-13	?	-3%
22	O=C(c1ccc(CS(=O)(=O)c2ccc(Br)cc2)o1)N1CCN(c2ncccn2)CC1	18%	23%	0	-3%	-1%
23	O=C(Nc1cccc(S(=O)(=O)N2CCCC2)c1)[C@@H]1O[C@H](CO)[C@H](O)[C@H](O)[C@H]1O	-21%	4%	0	3%	-2%
24	Cc1ccc(/C=N\NC(=O)c2ccc(Cn3cc(Br)c([N+](=O)[O-])n3)o2)o1	6%	-16%	4	3%	2%
25	Cc1ccc(-n2c(SCC(=O)NC3CCS(=O)(=O)C3)nc3ccccc3c2=O)c(C)c1 (stereo not given)	9%	0%	8	?	2%
26	CCC(C(=O)NC(C)(C)C)N(Cc1ccco1)C(=O)Cn1nnc(-c2ccc(F)cc2)n1 (stereo not given)	7%	?	12	6%	4%
27	Cc1cccc(NC(=O)c2sc(Cl)nc2C)c1C	0%	-2%	6	6%	6%
28	COCCCN1CN(Cc2ccccc2)CNC1=S	7%	8%	-4	1%	-1%
29	O=C(Nc1cccc(F)c1)N1CCN(C/C=C/c2ccccc2)CC1	2%	-9%	?	-15%	-7%
30	COCc1nnc(NC(=O)c2ccc(S(=O)(=O)N(C)c3ccccc3)cc2)o1	-2%	-6%	-56*	-28%	14%

#	GLP1R inv ag	D3 ag	PTHR1 ag	GLP-1R agonist
16	1%	3	-25%	0%
17	?	-12	-35%[inhibitor]	23%
18	68%[activator]	-29	-10%	6%
19	30%	-1	i	2%
20	3%	-86	-14%	-5%
21	?	-14	i	7%
22	-7%	4	-20%	3%
23	9%	-15	6%	-1%
24	5%	-1	i	1%
25	0%	-3	-11%	4%
26	?	2	-17%	11%
27	12%	-5	i	0%
28	3%	-5	6%	16%
29	8.9µM*	1	-18%	-3%
30	?	-13	18%	-4%

Further compounds
#	Molecule	TDP43 rescue	KB-V1 cytotox	DRD3 antagonist	GLP1R cytotox	aSyn yeast inh
31	CN(CCO)C1=CC(=O)CC(C)(C)C1	-7%	24%	-19	18%	1%
32	CCOC(=O)c1c(-c2ccccc2)csc1NC(=S)NC(=O)c1ccccc1	16%	?	?	-14%	5%
33	COC(=O)C1=C(C)NC(=O)NC1/C=C/c1ccccc1 (stereo not given)	9%	-3%	0	-2%	-3%
34	CCc1ccc(/C=N/NC(=O)c2nnn(-c3nonc3N)c2C(C)C)cc1	-8%	-5%	-28	-25%	-8%
35	CCC(=O)Nc1ccc(NC(=O)CN2CCCC(C)C2)c(Cl)c1 (stereo not given)	-15%	-3%	15	?	-2%
36	COC(=O)CSc1nnc(-c2ccoc2C)n1-c1ccc(C)cc1	-1%	14%	6	4%	14%
37	COCCn1c(SCc2nc3ccccc3s2)nc2ccccc21	?	-5%	4	33%	0%
38	COc1ccc(CC(NC(C)=O)C(=O)NC2CCN(C(=O)c3ccccc3F)CC2)cc1 (stereo not given)	-23%	12%	-4	-5%	1%
39	O=C(CSc1ccc([N+](=O)[O-])cn1)Nc1nccs1	0%	-9%	3	7%	-5%
40	COc1ccccc1CNC(=O)C(C)Sc1ccsc1[N+](=O)[O-] (stereo not given)	5%	-27%	2	0%	7%
41	O=C(O)c1ccc(-c2ccccc2)[nH]c1=O	0%	-22%	9	-15%	4%
42	COc1ccccc1N=c1scc(-c2ccc3c(c2)NC(=O)CO3)n1CC1CCCO1 (stereo not given)	-1%	0%	-75*	-7%	-1%

#	GLP1R inv ag	D3 ag	PTHR1 ag	GLP-1R agonist
31	0%	-5	1%	-9%
32	-14%	-3	i	-2%
33	2%	-3	-9%[57.5 µM]	-1%
34	-24%	-13	-16%	-2%
35	?	-10	-10%[57.5 µM]	32%
36	2%	0	i	1%
37	-27%	1	-26%[57.5 µM]	18%
38	4%	19	-16%	-1%
39	13%	3	i	-4%
40	-25%	0	-13%	7%
41	27%	6	-6%	-3%
42	?	-13	-34%[inhibitor][57.5 µM]	-9%

Some of the compounds tested (hit frequency here may not be typical).
